Screens as filed in PubChem.
All columns: NCI-60 one-dose screen, growth in % after 48 h at 10 µM unless noted; 100 = growth as untreated, 0 = no growth, -100 = all killed.
MCF7 – MCF7 breast cancer | 82,000 tested, 6.3% active | AID 1794796
LOX IMVI – LOX IMVI melanoma. AID 1794757. 79,000 tested, 7.4% active
MDA-MB-231 – MDA-MB-231 breast cancer; 81,000 tested, 5% active
BT-549 – BT-549 breast cancer. 78,000 tested, 4.4% active. AID 1794793
SK-MEL-28 – SK-MEL-28 melanoma; 81,000 tested, 4.1% active
MDA-MB-468 – MDA-MB-468 breast cancer | 78,000 tested, 8.5% active | AID 2202374
T-47D – T-47D breast cancer | 79,000 tested, 5% active
HS 578T – HS 578T breast cancer | 78,000 tested, 4.1% active | AID 1794788
Active calls of the source: *; x = no result given; [ ] = another dose, or the depositor's remark. How the source made its calls: active means growth percent below 10; inactive means the rest.

A first look:
SMILES | MCF7 | LOX IMVI | MDA-MB-231 | BT-549 | SK-MEL-28 | MDA-MB-468 | T-47D | HS 578T
C=Cc1c2c(c3ccc4c5ccccc5ccc4n13)C(=O)c1ccccc1C2=O | 60 | 91 | 89 | 126 | 115 | 100 | 76 | 97
N#Cc1c(N)nc(NCCO)nc1-c1ccc(F)cc1 | 97 | 91 | 104 | 99 | 112 | 102 | 80 | 92
CCOC(=O)c1cc2c([nH]1)-c1nc(Nc3ccccn3)sc1CCC2 | 58 | 40 | 39 | 104 | 110 | 73 | 55 | 79
O=C1CCC23C=CC(O2)C(O)c2ccccc2N13 (stereo not drawn) | 93 | 98 | 108 | 102 | 108 | 111 | 107 | 108

The whole of this part, from the first entry:
SMILES | MCF7 | LOX IMVI | MDA-MB-231 | BT-549 | SK-MEL-28 | MDA-MB-468 | T-47D | HS 578T
C=Cc1c2c(c3ccc4c5ccccc5ccc4n13)C(=O)c1ccccc1C2=O | 60 | 91 | 89 | 126 | 115 | 100 | 76 | 97
N#Cc1c(N)nc(NCCO)nc1-c1ccc(F)cc1 | 97 | 91 | 104 | 99 | 112 | 102 | 80 | 92
CCOC(=O)c1cc2c([nH]1)-c1nc(Nc3ccccn3)sc1CCC2 | 58 | 40 | 39 | 104 | 110 | 73 | 55 | 79
O=C1CCC23C=CC(O2)C(O)c2ccccc2N13 (stereo not drawn) | 93 | 98 | 108 | 102 | 108 | 111 | 107 | 108
O=C1/C(=C/c2cccs2)SC(=S)N1c1ccc(O)cc1 | 125 | x | 97 | 86 | 97 | 71 | 89 | 99
CC(I)CNC1=NCC(=O)N1 (stereo not drawn) | 99 | 100 | 97 | 99 | 105 | 112 | 93 | 95
Cc1nn(-c2ccc(-c3ccc(OC(F)(F)F)cc3)cc2)c2nc[nH]c(=O)c12 | 98 | 83 | 101 | 112 | 111 | 97 | 106 | 103
COc1ccccc1NC(=O)C(N=Nc1ccc(S(=O)(=O)Nc2nccs2)cc1)C(C)=O (stereo not drawn) | 79 | 95 | 104 | 91 | 103 | 92 | 81 | 96
C=C1c2c(C)nn(C)c2N(C)C23CC1C1(C)c4c(C)nn(C)c4N(C)C(C)(CC12)C3 (stereo not drawn) | 93 | x | 100 | 100 | 106 | 69 | x | 105
O=C1C=CC(=Nc2cc(Br)c(O)c(Br)c2)C=C1 | 40 | 49 | 73 | 55 | 75 | 51 | 71 | 84
COc1ccc(-c2ccc(SCC(=O)Nc3ccc(C#N)cc3)nn2)cc1 | 89 | 85 | 85 | 89 | 98 | 88 | 80 | 68
N#C/C(=C\NC(=S)NC1CCCCC1)c1nc2ccccc2s1 | 79 | 90 | 77 | 97 | 106 | 79 | 76 | 103
CC(=O)NC1CC(=O)N(c2ccccc2)C1=O (stereo not drawn) | 102 | 98 | 116 | 93 | 112 | 101 | 99 | 122
COC(=O)C1=C(C(=O)OC)C2C(C)=CC(C)=CN2C(C(=O)OC)=C1C(=O)OC (stereo not drawn) | 103 | 95 | 121 | 99 | 106 | 106 | 96 | 105
N[C@@H](CC/[N+]([O-])=N/O)C(=O)O | 94 | 104 | 102 | 95 | 106 | 97 | 94 | 98
CCOc1ccc(C(C)(C)C)cc1-c1ccccc1 | 103 | 98 | 96 | x | 113 | 82 | x | 83
O=C(Nc1ccc2c(c1)-c1ccccc1C2)C1CC(=O)N(c2ccc3c(c2)OCO3)C1 (stereo not drawn) | 66[50 µM] | 63[50 µM] | 60[50 µM] | 80[50 µM] | 33[50 µM] | 53[50 µM] | 53[50 µM] | 32[50 µM]
O=c1cc(Cc2ccc([N+](=O)[O-])cc2)[nH]c(=O)[nH]1 | 106 | 103 | 110 | 98 | 114 | 105 | x | 100
COc1cc(CNC(=O)c2ccc(Br)cc2)ccc1O | 98 | 92 | 92 | 100 | 104 | 98 | 97 | 102
COc1ccc(-n2c(-c3ccccc3)c(-c3ccccc3)c3c(SCC(=O)n4nc(C)cc4C)ncnc32)cc1 | 64 | 82 | 84 | 73 | 102 | 58 | 60 | 87

Next structures
SMILES | MCF7 | LOX IMVI | MDA-MB-231 | BT-549 | SK-MEL-28 | MDA-MB-468 | T-47D | HS 578T
COc1ccc(/C=N/C2=NNC(C)(c3ccccc3O)N2C(Cc2c[nH]c3ccccc23)C(=O)O)cc1 (stereo not drawn) | 13 | 19 | 29 | 22 | 33 | -3.8* | 13 | 52
Cc1[nH]nc2ccc3nc(-c4cn[nH]c4C(F)(F)F)c4c(c3c12)CCCC4 | 5.5* | -40* | -15* | -82* | -20* | -46* | 3.1* | -29*
COc1ccc(-c2nc3ccc(-c4nnc(SCC(=O)Nc5ccc(C(C)=O)cc5)o4)cc3[nH]2)cc1OC | 87 | 70 | 99 | 108 | 114 | 109 | 104 | 98
COc1ccc(-c2nc3sccn3c2-c2ccnc(S(C)(=O)=O)n2)cc1 | 46 | 69 | 84 | 122 | 44 | -26* | 36 | 94
Cc1ccc2nc(NC(=O)CSC(=S)N3CCN(C)CC3)sc2c1 | 93 | -72* | 110 | 97 | 116 | 116 | 105 | 114
O=C1N(O)C2(CCCCC2)/C(=N/O)C12CCCCC2 | 97 | 96 | 120 | 97 | 108 | 107 | 87 | 120
O=C(CSc1oc(-c2ccccc2)nc1S(=O)(=O)c1ccc(F)cc1)c1ccc(Cl)cc1 | 88 | 97 | 90 | 97 | 104 | 101 | 70 | 92
CCC(C)(C)c1ccc(OCCOC(C)=O)cc1 | 98 | 105 | 106 | 88 | 109 | 105 | 103 | 99
Cc1csc(NC(=O)c2ccc(/C=C3\SC(=S)N(C)C3=O)cc2)n1 | 97 | 61 | 90 | 84 | 105 | 103 | 87 | 94
CCCCCCCCCc1ccc(OC(=O)CCl)cc1 | 110 | 97 | 94 | 120 | 105 | 118 | 95 | 107
CCOC(=O)N1CCc2c(sc3ncnc(OCc4cn(CC(=O)Nc5ccc(C)cc5)nn4)c23)C1 | 97 | 101 | 99 | 103 | 109 | 117 | 84 | 88
COc1ccc(-c2nn(-c3ccccc3)cc2/C=C2\SC(N3CCN(c4ccccc4)CC3)=NC2=O)cc1 | 99 | 98 | 91 | 102 | 102 | 96 | 89 | 101
O=c1c2cc(Cl)ccc2sc2c(OCCO)nc3ccccc3c12 | 86 | 99 | 108 | 94 | 114 | 91 | 81 | 124
O=C(/C=C/c1cccc2ccccc12)c1ccc(NC(=O)c2ccccc2CN2C(=O)c3ccccc3C2=O)cc1 | 57 | 61 | 58 | 69 | 97 | 51 | 71 | 66
COc1ccc(NC(=O)c2cc(OC)c3c(c2)OCO3)cc1O | 85 | 92 | 104 | 90 | 100 | 90 | 116 | 97
Cc1ccc(SCCC(=O)O)cc1 | 101 | 102 | 115 | 118 | 115 | x | 103 | 107
O=C1c2ccccc2C(=O)c2cc(Cl)ccc21 | 85 | 108 | x | 89 | 118 | 106 | x | 103
CC(C)(C)[Si](C)(C)OC1[C@@H](COC(N)=O)O[C@@H](n2cnc3c(N)ncnc32)[C@H]1O[Si](C)(C)C(C)(C)C (stereo partly drawn) | 79 | 98 | 100 | 106 | 98 | 97 | 84 | 89
O=C(O)c1cc2c(cc1Br)OCO2 | 93 | 87 | 117 | 106 | 104 | 107 | 100 | x
O=c1ccc2ccc(OCc3cn(CC(O)CO)nn3)cc2o1 (stereo not drawn) | 114 | 98 | 107 | 107 | 120 | x | 98 | 97

Next section
Below each SMILES: MCF7	LOX IMVI	MDA-MB-231	BT-549	SK-MEL-28	MDA-MB-468	T-47D	HS 578T
> CN1c2ccccc2C(=O)N(NC(=O)Nc2ccccc2)C1c1ccc(F)cc1 (stereo not drawn)
    95	90	97	92	110	116	109	102
> COc1ccc(CCNC(=O)c2c(C)n([O-])c3ccc(OC)cc3[n+]2=O)cc1
    107	103	103	90	107	x	119	118
> O=C(Cc1ccc(NC(=O)c2cccc(Cl)c2)cc1)NCc1ccccc1
    22	40	61	61	59	39	54	33
> COc1ccc(NC2CC(=O)N(c3c(C)cc(C)cc3C)C2=O)c(OC)c1 (stereo not drawn)
    98	x	99	98	103	102	100	106
> CCOCc1nc2ccccc2c(=O)[nH]1
    95	100	103	106	106	99	105	94
> CCN(CC)CCOC(=O)c1c(C)c(C)c(C)c(C)c1C
    88	99	85	89	96	104	100	92
> CCCCCCCCCCCCOC(=O)OCCCCCCCCCCCC
    100	107	115	102	107	103	100	x
> CC(C)OC(=O)c1cccnc1
    94	94	107	121	114	76	103	110
> O=S1SC(c2ccccc2)=NN1c1cc(F)cc(F)c1 (stereo not drawn)
    36	38	69	7.3*	46	44	1.9*	62
> Cc1nc2cc[nH]n2c(=O)c1CCc1ccccc1
    98	118	118	108	111	106	99	115
> CCN(CC)c1ccc(C(=O)c2ccc(N(CC)CC)cc2)cc1
    14	33	18	4.9*	51	-36*	20	36
> CN(C)Cc1ccc2ccccc2c1O
    87	106	90	105	106	102	101	104
> CC[C@]12C=CCN3CC[C@@]4(c5ccc(OC)cc5N(C)[C@H]4[C@@](O)(C(=O)OC)[C@@H]1OCc1cn(Cc4ccc(F)cc4)nn1)[C@@H]32
    85	97	95	99	101	72	85	88
> O=c1n(Cc2nc(-c3ccc(Cl)cc3)n[nH]2)cnn1-c1ccccc1
    94	101	112	76	108	99	59	106
> Nc1cc(S(=O)(=O)O)cc2cc(S(=O)(=O)O)c(N=Nc3ccc(S(=O)(=O)Nc4ncccn4)cc3)c(O)c12
    98	100	104	98	118	104	121	105

Next part
Below each SMILES: MCF7	LOX IMVI	MDA-MB-231	BT-549	SK-MEL-28	MDA-MB-468	T-47D	HS 578T
> CC(=O)Nc1ccc(NC(=O)Nc2cccc(-c3nc(-c4ccc(NC(=O)c5cccnc5)cc4Cl)no3)c2)cc1C(F)(F)F
    -61*	-92*	-60*	-30*	-82*	-85*	-44*	-23*
> O=C(COc1cccc(/C=C2\Cc3ccccc3C2=O)c1)Nc1nc2ccccc2s1
    86	98	98	118	132	107	90	93
> Cn1c(N)c(C(=O)CC#N)c(=O)n(C)c1=O
    92	96	101	103	105	104	103	106
> CC(SC(C)C(=O)N/N=C/c1cccc(F)c1)C(=O)N/N=C\c1cccc(F)c1 (stereo not drawn)
    105	105	99	122	115	103	101	114
> Clc1ccc(-n2c(SCCc3c[nH]c4ccccc34)nnc2-c2ccncc2)cc1
    74	86	85	92	97	82	85	90
> Cc1onc(-c2c(Cl)cccc2Cl)c1C(=O)Oc1ccc(-c2ccc(OC(=O)c3c(-c4c(Cl)cccc4Cl)noc3C)cc2)cc1
    87	x	101	111	101	92	97	103
> COc1ccccc1NC(=O)/C=N/O
    96	97	111	91	103	97	x	93
> COc1cc(-c2cc(-c3c(Cl)cccc3Cl)nc(N3CCOCC3)c2C#N)cc(OC)c1OC
    48	58	68	91	89	75	10	82
> O=C1N(Cc2ccc(Cl)c(Cl)c2)c2ccccc2C12NCCc1cc(O)ccc12 (stereo not drawn)
    113	99	87	99	103	100	94	94
> CC(C)Cc1nc(Nc2ccccc2)[nH]c(=O)c1C#N
    53	49	48	39	56	14	41	36
> CN1CC[C@@H](c2c(O)cc(O)c3c(=O)cc(-c4ccccc4Cl)oc23)[C@@H](O)C1
    9.5*	5.3*	13	-23*	x	x	4.6*	13
> COc1ccc(-c2cn(-c3cccc(C(=O)/C=C/c4cccc(O)c4)c3)c(=O)[nH]2)cc1OC
    95	106	106	98	103	91	84	134
> CCOC(=O)C1=C(c2ccccc2)N=C2SC3C(=NN(c4ccccc4)C3c3ccc(Br)cc3)N2C1c1cc(OC)c(OC)c(OC)c1 (stereo not drawn)
    95	95	80	99	101	84	87	90
> CC(=O)N/N=C1/CC[C@@]2(C)C(=CC[C@H]3C4CCC(C(C)CCCC(C)C)[C@@]4(C)CCC32)C1(C)C (stereo partly drawn)
    95	73	99	98	111	98	92	95
> C=C(C)[C@@H]1CC[C@]2(C(N)=O)CC[C@]3(C)[C@H](CC[C@@H]4[C@@]5(C)C/C(=C/c6ccco6)C(=O)C(C)(C)[C@@H]5CC[C@]43C)[C@@H]12
    80	88	95	108	100	88	80	95
> CN(C)c1cccc2c(S(=O)(=O)Nc3cccc(-c4csc(NC(=O)CCCCCN5CCN(CCO)CC5)n4)c3)cccc12
    36	13	84	88	-7.1*	79	83	85
> Cc1ccc(C)c2c1sc1n[nH]c(=O)c(=O)n12
    91	95	102	102	110	101	94	106
